# From PubChem BioAssay
# mcGAS MS inh: inhibitors of Mus musculus cyclic GMP-AMP synthase, initial high-throughput assay, cell-free, RapidFire MS. recombinant mouse cGAS, cGAMP by RapidFire MS. inhibition, % at 12.5 µM. 130,000 tested, 0.18% active;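 active = inhibition of cGAS enzyme activity at or above 60%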;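 also: enzyme stimulated by 45 bp dsDNA with ATP and GTP substrates; cGAMP share of summed cGAMP plus half ATP and half GTP signals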
# Target sequence (Q8C6L5 whole entry, looked up): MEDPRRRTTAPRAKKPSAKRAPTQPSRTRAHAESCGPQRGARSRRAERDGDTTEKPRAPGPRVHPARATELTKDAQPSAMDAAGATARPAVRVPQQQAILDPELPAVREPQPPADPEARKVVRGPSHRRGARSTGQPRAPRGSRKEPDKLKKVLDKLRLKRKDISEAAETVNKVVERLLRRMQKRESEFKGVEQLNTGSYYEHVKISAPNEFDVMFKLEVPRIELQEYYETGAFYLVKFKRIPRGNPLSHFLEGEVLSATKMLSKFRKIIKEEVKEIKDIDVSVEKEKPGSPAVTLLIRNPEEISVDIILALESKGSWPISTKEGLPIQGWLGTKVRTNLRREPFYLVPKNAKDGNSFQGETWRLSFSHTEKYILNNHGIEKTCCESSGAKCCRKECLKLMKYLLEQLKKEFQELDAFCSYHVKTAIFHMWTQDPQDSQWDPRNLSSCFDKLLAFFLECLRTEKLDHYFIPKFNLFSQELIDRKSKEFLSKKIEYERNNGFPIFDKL
# * marks the source's active call; other numbers are inactive results; & = joins results of further samples. The list is partial. The share of hits here may be higher or lower than overall.
SMILES,mcGAS MS inh
Nc1nnc(SCC(=O)c2ccc(OCc3ccccc3)cc2)s1,-7
COc1cc2c(cc1CN1C[C@H](O)[C@@H](N3CCN(C)CC3)C1)OCCCO2,-13
O=C(Nc1ccc(F)c(F)c1)c1ccc(N2CC3CC(C2)c2cccc(=O)n2C3)c(NC(=O)c2cc3ccccc3oc2=O)c1 (centres undefined),-9
Cc1cc(-c2ccc(S(=O)(=O)N(C)CC(=O)O)cc2)nc2ccccc12,-4
CN(Cc1ccc(Cl)c(Cl)c1)C(=O)CNC(=O)c1ccco1,5
CCn1c(=O)n(CC(=O)Nc2c(F)cccc2F)c2ccccc21,0
COc1cc([N+](=O)[O-])ccc1N=Cc1nc(-c2ccccc2F)oc1O,-11
COCCn1c(C)cc(O)c(C(c2ccccc2F)N2CCC(C)CC2)c1=O (centres undefined),-9
Cc1nc(-c2ccccc2)c(C(=O)N(C)C(C)c2ccon2)s1 (centres undefined),-11
Oc1ccccc1C1=NNC(c2ccccc2)C1 (centres undefined),-7
COc1cc(F)ccc1NC(=O)NCCCN1CCC(C)CC1,1
CCC(CC)NC(=O)c1nc(-c2ccc(Cl)cc2)oc1C,-7
Cc1cc(S(=O)(=O)Nc2ccccc2-c2nnc3n2CCCCC3)ccc1Br,-5
O=c1ccc(-c2ccccc2)nn1CCCNS(=O)(=O)c1ccccc1C(F)(F)F,7
COCCOc1ccc(CCC(=O)N2CCN(c3ccccn3)CC2)cc1NS(=O)(=O)c1ccc(Cl)cc1,2
O=C(O)c1ccc(Cn2cc(/C=C\[N+](=O)[O-])c3ccccc32)o1,11
Cc1ccc(-c2nc3n(n2)C(=O)CC(c2cccc([N+](=O)[O-])c2)S3)cc1 (centres undefined),-10
Nn1c(-c2ccncc2)nn2c(=O)c3ccccc3nc12,-6
N#Cc1ccc(C(=O)C=Cc2cccc(O)c2)cc1,5
c1ccc(C(SC2=NC3CCCCC3N2)c2ccccc2)cc1 (centres undefined),-8
Cc1nnc(SCCC(=O)N2[C@@H]3CC[C@H]2CNC(=O)C3)s1,-8
COc1ccccc1C1c2c(n[nH]c2-c2cccc([N+](=O)[O-])c2)OC(=N)C1C#N (centres undefined),1
O=C(NCc1ccccc1-n1ccnc1)c1ccc2c(c1)CCO2,-34
Cc1ccc(C2CC2C(=O)Nc2nc(C)c(SCC#N)s2)s1 (centres undefined),-14
CN(Cc1csc(-c2cccs2)n1)C(=O)c1ncc[nH]1,-10

# Continuation.
SMILES,mcGAS MS inh
O=C(Nc1ccccc1N1CCCCC1)N1CCN(c2cnccn2)CC1,-1
Cc1ccc(-c2nc(C=Nc3ccc(C)cc3Br)c(O)o2)cc1,-8
CCCC(C)NC(=O)C1CCN(S(=O)(=O)c2ccc3c(c2)OCCO3)CC1 (centres undefined),-4
COC(=O)C(C)CN(C)C(=O)c1nc(NC(C)=O)ccc1Br (centres undefined),-28
CC(=O)N1CCN(c2ncccc2CNC(=O)CCOc2ccccc2)CC1,-4
COc1ccc(N(C(=O)C2Cc3cc(Cl)ccc3O2)C(C)C2CC2)cc1 (centres undefined),0
CC(C)(O)C1CCCN1Cc1ccccc1 (centres undefined),-9
COc1ccccc1OC1CN(C(=O)c2cnn3c2CCCC3)C1,-7
COc1ccc(CN2C(=O)c3ccccc3C2=O)cc1C(=O)NCC1CCCC1,2
CN1C(=CC=NCC(O)c2ccc([N+](=O)[O-])cc2)C(C)(C)C2C=CC=CC21 (centres undefined),-5
CC(C)CNC(=O)NC(=O)C(F)(F)F,-5
COc1ccc(N2C(=O)CC(N(C)Cc3ccc(C)o3)C2=O)cc1OC (centres undefined),-2
Cc1cccc(C(=O)NS(=O)(=O)c2ccc3c(c2)OCCO3)c1C,-12
CSCC[C@H](NC(C)=O)C(=O)N1Cc2cnc(-c3ccccc3)nc2C1,-12
COc1ccc(NC(C)=O)cc1NC(=O)CSc1nncn1C,-1
CCCOC1CCCN(C2CCc3ccccc3C2)C1 (centres undefined),-10
COc1cccc(NC(=O)CCC2CCN(C(=O)CCN3CCCC3=O)CC2)c1,-3&1
COc1cc(C)ccc1OS(=O)(=O)Cc1ccccc1C(F)(F)F,0
CC(=Nc1ccc(Br)cc1)c1ccccc1O,-8
Cc1cccc(NC(=O)c2n[nH]c(C(C)C)c2Br)n1,-1
CN(C)CCNC(=O)CCNC(=O)NC12CC3CC(CC(C3)C1)C2,3
Cc1c(C(C)NC(=O)/C=C/c2ccccn2)cnn1-c1ccccn1 (centres undefined),-3
COC(=O)[C@@H]1C[C@@H](N(C)C)CN1C(=O)c1cccnc1C,-13
COc1ccc(NC(=O)Cn2cc(C)c3ccccc32)cc1S(N)(=O)=O,0
CSc1cccc(NS(=O)(=O)c2ccc3c(c2)OCCO3)c1,-2

# In a second layout: 4 of the compounds above
> COc1cc(C)ccc1OS(=O)(=O)Cc1ccccc1C(F)(F)F
  mcGAS MS inh: 0
> CC(=Nc1ccc(Br)cc1)c1ccccc1O
  mcGAS MS inh: -8
> Cc1cccc(NC(=O)c2n[nH]c(C(C)C)c2Br)n1
  mcGAS MS inh: -1
> CN(C)CCNC(=O)CCNC(=O)NC12CC3CC(CC(C3)C1)C2
  mcGAS MS inh: 3

# Next results follow:
SMILES,mcGAS MS inh
CCN(CC(=O)NC1CCS(=O)(=O)C1)Cc1cccc(Br)c1 (centres undefined),-2
O=C(N=Nc1c(O)[nH]c2c(Cl)cc(Cl)cc12)C12CC3CC(CC(C3)C1)C2,-4&-2
CC1(C(=O)NS(=O)(=O)c2ccc(C#N)cc2)CCN1C(=O)CCc1ccc(Cl)cc1Cl (centres undefined),0
Cc1nnsc1CN(C)C(=O)c1cc2ccccc2n1C,-16
CN1CCC=C(CN(Cc2ccc3c(c2)OCO3)C(=O)N2CCCCC2)C1,1
CC1C(=O)Nc2ccccc2N1Cc1c(Cl)ccc2cccnc12 (centres undefined),4
O=c1c2cc(Cl)ccc2nc2n1CC/C2=C\c1cc(Cl)c2c(c1)OCCO2,0
CN(Cc1cscn1)Cc1cc(-c2ccc3c(c2)OCO3)ccc1OCC(=O)N1CCCCC1c1cccnc1 (centres undefined),-5
COCCC1c2c(cnn2C)C(=O)N1CCOC (centres undefined),0
CCn1c(C2CCN(C(=O)C(C)n3cncn3)CC2)nn(C)c1=O (centres undefined),-1
COc1ccc2c(c1)CC(=O)NCC2,-5
O=C(c1cnn(-c2ccccc2)c1)N1CCN(S(=O)(=O)c2ccccc2F)CC1,-5
CCOc1ccc(C(=O)N(C)Cc2ccc(Br)s2)cc1OC,1
Cc1nc(N(C)C)nc(N2CCC(N(C)C)C2)c1C (centres undefined),4
CN(C)S(=O)(=O)CCNC(=O)c1cccc(-c2ncc[nH]2)c1,-18
Cc1c(CCOC(=O)C23CC4CC(CC(C)(C4)C2)C3)sc[n+]1CC#N,1
CC[n+]1ccc(C=Cc2ccc(N(C)C)cc2)cc1,-8
CCOC(=O)c1c(C)n(-c2ccc(OCC)cc2)c2ccc(OC(=O)COc3ccccc3)cc12,0
COc1ccccc1NC(=O)NNC(=O)c1ccc(=O)n(Cc2ccc(C)cc2)c1,-4
Cc1noc(N)c1C(=O)OCC(=O)N(Cc1ccccc1)CC(F)(F)F,-36
Fc1ccc(NC(=S)Nc2cccc3cnccc23)cc1,-4
O=C(NCC(F)(F)F)c1ccc2c(c1)ncn2-c1ccccc1,-4
Cc1nn(CC(=O)NC(=O)NC2CCCCC2)c(C)c1[N+](=O)[O-],-15
CN(C)c1ccc(C=NNc2nn[nH]n2)cc1,2
Clc1ccc(C=NNc2ccc(-n3ccnc3)nn2)cc1,-37

# Remaining list, next part.
SMILES,mcGAS MS inh
CSc1ccc(Cn2c(C)c(C(=O)NCc3cccc([N+](=O)[O-])c3)sc2=O)cc1,-4
Cc1cccc(CNCCC(=O)Nc2ccc(C(N)=O)cc2)c1C,-5
Cc1nc(CN(C)C(=O)c2cccc(NCc3ccccn3)c2C)cs1,1
C=C(C)Cn1c(N2CCN(CC(=O)OCC)CC2)nc2c1c(=O)[nH]c(=O)n2C,-10
CCC1SC2=NC(C)=C(C(=O)OC)C(c3cc(Br)ccc3OC)N2C1=O (centres undefined),-8
O=C(NCCCc1ccccc1)c1ccc(Br)s1,4
COc1cccc(-n2c(=O)[nH]c3c(C(N)=O)ncnc32)c1,-4
O=C(NCc1nnc(SCc2ccccc2)o1)c1c(F)cccc1F,-5
COc1cccc(C(C2Sc3nc(C)nn3C2=O)N2CC(C)CC(C)C2)c1 (centres undefined),-7
CCc1nnc(Cn2cc(-c3ccnc4ccccc34)nn2)s1,-8
Cc1nc([C@H](C)O)n(-c2cc(Cl)ccc2Cl)n1,5
O=C(NS(=O)(=O)NC(=O)c1ccccc1)c1ccccc1,24
CCCCCSc1nnc2[nH]c(=O)cc(N)n12,-30
O=C1c2cccc3cccc(c23)N1CC(O)c1ccccc1C(F)(F)F (centres undefined),12
O=C1NCC(=O)N2CCN(Cc3ccc(Cl)s3)CC12 (centres undefined),-9
Cn1c(=O)c2nc(N3CCOCC3)n(CC(=O)c3ccccc3)c2n(C)c1=O,-10
Cc1cccc(CN2CCCC(C(=O)Nc3cccc(-c4cc5ccccc5[nH]4)c3)C2)n1 (centres undefined),-3
OC(Cn1cncn1)(Cn1cncn1)c1ccc(F)cc1F,-8&-4
CNC(=O)C1CCCCN1C(=O)CCNC(=O)C1CCCC1 (centres undefined),-9
COc1cccc(-c2nccn2-c2cccc(C(C)=O)c2)c1OC,-4
CC(C)c1ncc(C(=O)N2CCN(C)C3(CCN(C)CC3)C2)c(=O)[nH]1,-32
CC(C)Cc1ncc2c(n1)CN(C(=O)c1ccc(Cn3cnnn3)cc1)C2,-22
COc1ccc(S(=O)(=O)Nc2ccc3c(c2)CCC(=O)N3CC(C)C)c(OC)c1,2
COC(=O)c1sccc1NC(=O)C1CC=CCC1C(=O)O (centres undefined),-3
COCCn1cc(NC(=O)N2CCCC(C)C2)c2ccccc21 (centres undefined),-5

# Further entries:
SMILES,mcGAS MS inh
CCOC(=O)Cc1cc([N+](=O)[O-])c(N)c([N+](=O)[O-])c1,-4
O=c1c(-c2cc(Cl)sc2Cl)nnc2c3ccccc3ncn12,2
C[C@@H]1CC[C@H]2[C@@H](C)C(O)O[C@@H]3O[C@]4(C)CC[C@@H]1[C@]32OO4 (some centres undefined),4
CCn1nnc2c(N(C)C)ncnc21,-7
CCCCC(=O)c1ccc(CCCC)[nH]c1=S,-4
Cn1ccnc1CN(Cc1ccc(-c2ccccn2)cc1)C1CC1,-39
Cc1nn(CN2CCC(c3nnc4n3CCC4)CC2)c(=S)n1Cc1ccccc1,1
COC(=O)c1ccc(N2C(=O)c3ccc(OC)c(OC)c3C2=O)cc1,-6
COc1ccnc(Oc2ccc(Cl)c3ccccc23)n1,-17
Clc1ccc(COc2ccc(CNc3ncn[nH]3)cc2)cc1,-18
O=C1CCC2C(=O)N(CC(=O)N3CCCC3)C(=O)C2C1 (centres undefined),-5
CC(C)C(C)(C#N)NC(=O)CN1CCCC(NS(C)(=O)=O)C1 (centres undefined),-4
CCN(Cc1cccc(S(=O)(=O)N(C)C)c1)CC1CCOC1 (centres undefined),-2
Cc1cc(C(=O)NCC(c2cccs2)N(C)C)c2c(C)nn(C)c2n1 (centres undefined),-6
O=C(COCC(F)(F)F)NCc1ccc(Cl)s1,-14
CCCCOc1ccc(-c2nc(C=Nc3ccc4c(c3)OCCO4)c(O)o2)cc1,-8
COc1c(C)cc(C(=O)C2CCCN(C(=O)c3[nH]ncc3Cl)C2)cc1C (centres undefined),-15
COc1ccc(-c2cc(C(=O)NC3=NCCS3)c3ccccc3n2)cc1,9
Cc1c(C)n2c3c(=O)n(CCc4ccccc4)c(=O)n(C)c3nc2n1CC(C)C,-4
Cc1cccc(S(=O)(=O)NC(=O)C2(C)CCN2C(=O)c2ccccc2)c1 (centres undefined),-3
Cc1ccc(-c2nc(CN3CCCCC3c3cccc(F)c3)c(C)o2)o1 (centres undefined),-4
Cc1ccccc1N1CCN(CCS(=O)(=O)c2ccc(Br)cc2)CC1,-9
CCOC(=O)C1(CCc2ccccc2)CCCN(Cc2ccc(OC)c(O)c2)C1 (centres undefined),2
Cc1ccc(CC(=O)NCC(C)(C)N2CCOCC2)cc1,-19
COc1ccc2[nH]c(=O)c(CN3CCC(N4CCCC(O)C4)CC3)cc2c1 (centres undefined),2

# 7 entries already listed, sorted by length of the SMILES, high to low:
SMILES,mcGAS MS inh
Cc1c(C)n2c3c(=O)n(CCc4ccccc4)c(=O)n(C)c3nc2n1CC(C)C,-4
CCOC(=O)Cc1cc([N+](=O)[O-])c(N)c([N+](=O)[O-])c1,-4
COC(=O)c1ccc(N2C(=O)c3ccc(OC)c(OC)c3C2=O)cc1,-6
CCN(Cc1cccc(S(=O)(=O)N(C)C)c1)CC1CCOC1 (centres undefined),-2
Cn1ccnc1CN(Cc1ccc(-c2ccccn2)cc1)C1CC1,-39
O=C(COCC(F)(F)F)NCc1ccc(Cl)s1,-14
CCCCC(=O)c1ccc(CCCC)[nH]c1=S,-4

# Three entries from above, ordered by the number in mcGAS MS inh, ascending:
SMILES,mcGAS MS inh
Cc1ccccc1N1CCN(CCS(=O)(=O)c2ccc(Br)cc2)CC1,-9
CCOC(=O)Cc1cc([N+](=O)[O-])c(N)c([N+](=O)[O-])c1,-4
Cc1cccc(S(=O)(=O)NC(=O)C2(C)CCN2C(=O)c2ccccc2)c1 (centres undefined),-3

# New compounds follow:
SMILES,mcGAS MS inh
c1ccc(CN2CCC3(CCc4ccccc43)CC2)cc1,-17
COc1cc(C=NNP2(=O)C=C(c3ccccc3)OC(c3ccccc3)=C2)cc(OC)c1OC,-10
CC(=O)N(OCc1ccccc1)[C@@H]1c2cc(C#N)ccc2OC(C)(C)[C@H]1O,-3
COc1cccc(NC(=O)CSc2nnc(N3CCCC3)n2C2CC2)c1,-1
Cc1nn(C(C)C)c2c1C(c1cccc(OCc3ccccn3)c1)CC(=O)N2 (centres undefined),-24
OCc1c[nH]c(=S)n1Cc1ccc(Cl)cc1,-2
